Growth percent in the NCI-60 one-dose screen (48 h, 10 µM unless noted): 100 = growth as untreated, 0 = no growth, -100 = all killed.
U251: U251 CNS tumor cells. actives 5.4% (n = 80,000). AID 1794753
SF-268: SF-268 CNS cancer cells | actives 3.1% (n = 82,000)
A498: A498 renal cancer cells; actives 5.4% (n = 76,000)
SNB-19: SNB-19 CNS cancer cells; AID 1794751; actives 2.5% (n = 81,000)
CAKI-1: CAKI-1 renal cancer | actives 4.7% (n = 75,000)
SF-295: SF-295 CNS cancer cells | actives 5.6% (n = 79,000) | AID 1794758
SF-539: SF-539 CNS cancer; actives 6.8% (n = 81,000)
NCI-H23: NCI-H23 lung cancer. actives 4% (n = 80,000)
SNB-75: SNB-75 CNS cancer; AID 1794750; actives 5% (n = 79,000)
An asterisk follows results filed as active; nt = not tested or not shown; & = joins results of further samples. The calls were made as follows: active = growth percent below 10; inactive = the rest. Some of the compounds tested; rates above refer to the full screens.

nr	canonical_smiles	U251	SF-268	A498	SNB-19	CAKI-1
1	Cc1ccc2nc(N)n(-c3ccccc3)c(=O)c2c1	nt	89	nt	99	91
2	O=C(/C=C/c1sc(N(CCCl)CCCl)nc1Cl)c1ccc(F)cc1	95	103	113	99	75
3	CO[C@@H](c1ccccc1Cl)[C@H](C)OC(N)=O	94	97	96	97	92
4	OC1CC2(Cl)C(Cl)=C(Cl)C1(Cl)C2(Cl)Cl (stereo not drawn)	88	97	nt	102	92
5	CCOC(=O)C1=C(Nc2ccccc2)C(=O)OC12C(=O)Nc1ccccc12 (stereo not drawn)	109	96	120	96	83
6	COc1ccc(C(=O)/C=C/c2sc(N(CCCl)CCCl)nc2Cl)cc1	97	103	105	93	87
7	CCOP(=S)(NN=C1CCCC1)OCC	nt	116	98	110	92
8	CCCCCCCCCCCC(=O)OOC(=O)CCCCCCCCCCC	nt	101	102	96	97

nr	SF-295	SF-539	NCI-H23	SNB-75
1	80	101	97	102
2	98	103	99	79
3	96	97	94	71
4	118	111	96	95
5	107	98	97	81
6	98	108	88	94
7	96	103	nt	88
8	97	102	107	96

The list goes on; it opens with the 4 that closed the last part.
nr	canonical_smiles	U251	SF-268	A498	SNB-19	CAKI-1
5	CCOC(=O)C1=C(Nc2ccccc2)C(=O)OC12C(=O)Nc1ccccc12 (stereo not drawn)	109	96	120	96	83
6	COc1ccc(C(=O)/C=C/c2sc(N(CCCl)CCCl)nc2Cl)cc1	97	103	105	93	87
7	CCOP(=S)(NN=C1CCCC1)OCC	nt	116	98	110	92
8	CCCCCCCCCCCC(=O)OOC(=O)CCCCCCCCCCC	nt	101	102	96	97
9	CC1C(=O)NC(=O)NC1=O	97	100	93	101	106
10	CCC1(NC(=O)c2cc(F)c(F)c(F)c2F)C(=O)NC(=O)N(C(C)C)C1=O (stereo not drawn)	91	114	98	93	94
11	CC(=O)C(c1c(O)c2ccccc2oc1=O)c1cc(=O)oc2c1ccc1ccccc12 (stereo not drawn)	92	103	80	91	nt
12	CC(C#N)c1ccccc1 (stereo not drawn)	96&107	103&100	109	107&95	95&97
13	c1ccc2c(c1)sc1ccccc12	99	109	113	98	84
14	CCOP(=O)(OCC)SCc1ccccc1	102	98	105	111	89
15	CC(=O)[O][Hg][CH2]C1(C)COC(C)([CH2][Hg][O]C(C)=O)CO1 (stereo not drawn)	-96*	88	76	71	-100*
16	Cc1ccc(OP(Oc2ccc(C)cc2)Oc2ccc(C)cc2)cc1	102	94	99	99	99

nr	SF-295	SF-539	NCI-H23	SNB-75
5	107	98	97	81
6	98	108	88	94
7	96	103	nt	88
8	97	102	107	96
9	102	94	92	112
10	107	97	47	88
11	96	93	100	68
12	110&95	103&98	105&96	88&95
13	101	94	100	85
14	94	101	93	83
15	69	-87*	65	38
16	98	104	105	95

The listing continues.
nr	canonical_smiles	U251	SF-268	A498	SNB-19	CAKI-1
17	C[Se]C(=O)c1ccccc1OC(C)=O	46	18	66	47	64
18	CCOC(=O)C1CCC2(CC1)OOC1(O2)C2CC3CC(C2)CC1C3 (stereo not drawn)	91	82	108	100	86
19	Nn1cnnc1	97	100	84	104	98
20	O=C(O)c1cc(Cl)nc(Cl)c1	95	107	92	97	101
21	COC1=C(C)C(=O)C2=C(C1=O)C(CO)N1C(C#N)C3CC4C(C1C2N1CCOC41)N3C (stereo not drawn)	-10.0*	-14*	-68*	8.1*	-23*
22	C=C[Se]CC(=O)/C=C/c1ccccc1	26	95	65	31	106
23	OCCN1CCN(c2ccccc2Cl)CC1	103	103	101	117	109
24	CN(C)c1ccc(C(=O)c2ccc(N(C)C)cc2)cc1	105	97	111	93	nt

nr	SF-295	SF-539	NCI-H23	SNB-75
17	49	50	54	-42*
18	99	98	95	85
19	106	106	103	104
20	111	93	105	87
21	-30*	-60*	-45*	nt
22	3.9*	95	70	49
23	105	99	98	108
24	nt	111	104	nt

(next part)
nr	canonical_smiles	U251	SF-268	A498	SNB-19	CAKI-1
25	O=S(=O)(Cc1ccccc1)C(Br)Br	nt	101	101	99	72
26	CN1CCN=C(c2ccccc2)c2cc(Cl)ccc21	96	87	105	89	89
27	COc1ccc(-c2nc(C#N)c(N3CCC(S(=O)(=O)F)CC3)o2)cc1	92	77	105	92	92
28	COc1ccc(CN2CCN(Cc3ccccc3)CC2)c(O)c1	95	100	95	104	92
29	NC(=O)OCC(CO)(c1ccccc1)c1ccccc1	nt	101	82	108	92
30	COc1cc2c(cc1OC)[C@@H]1N(CC2)C(=O)c2ccccc2[C@]1(C)C(=O)O	104	105	92	102	98
31	O=[N+]([O-])c1c(Cl)c(Cl)cc(Cl)c1Cl	112	107	101	104	97
32	CC[N+](C)(CC)CCC(C(N)=O)(c1ccccc1)c1ccccc1	105	106	93	101	101

nr	SF-295	SF-539	NCI-H23	SNB-75
25	94	78	nt	88
26	109	88	93	98
27	97	96	102	89
28	100	117	95	90
29	94	97	nt	89
30	103	104	102	111
31	111	99	102	100
32	95	108	104	93

(listing goes on)
nr	canonical_smiles	U251	SF-268	A498	SNB-19	CAKI-1
33	Cc1ccccc1NC(=O)CCl	100	94	105	100	101
34	O=[N+]([O-])c1ccccc1-c1ccccc1	111	113	106	118	103
35	CCCCNC(C)Cc1ccc(O)c(O)c1 (stereo not drawn)	91	99	74	100	nt
36	CCOP(=O)(OCC)OCC	95	108	62	106	100
37	CCn1nnn(Cc2ccccc2)c1=N	108	105	105	nt	98
38	CC1(C)N=C(N)N=C(N)N1c1cccc(CCCCc2cccc(S(=O)(=O)F)c2)c1	40	23	81	43	102
39	Clc1ccc(-c2nc(-c3ccc(Cl)cc3)nc(N3CC3)n2)cc1	84	87	81	94	97
40	C[C@]12C=CC(=O)C[C@@H]1CC[C@@H]1[C@@H]2CC[C@]2(C)[C@@H](O)[C@@H](O)C[C@@H]12	92	96	81	108	110

nr	SF-295	SF-539	NCI-H23	SNB-75
33	109	105	95	88
34	103	102	102	nt
35	101	98	99	80
36	100	96	109	94
37	105	103	105	98
38	58	12	39	83
39	102	101	95	104
40	106	87	86	102

Next records follow:
nr	canonical_smiles	U251	SF-268	A498	SNB-19	CAKI-1
41	C[N+](C)(C)Cc1ccccc1 (tested in a mixture with another compound)	100	97	110	106	100
42	CC1CC(NCCO)CC(C)(C)C1 (stereo not drawn)	107	120	98	99	77
43	C=CC[PH+](c1ccccc1)c1ccccc1.C=CC[PH+](c1ccccc1)c1ccccc1.[Pt+2].[S-]c1nc2ccccc2[nH]1.[S-]c1nc2ccccc2[nH]1	-83*	1.8*	-16*	5.6*	25
44	CC(=O)OC1CCC2C3CCC4CC(=O)C(F)CC4(C)C3CCC12C (stereo not drawn)	96	105	92	105	102
45	[N-]=[N+]=NC1=NS(=O)(=O)c2ccccc21	102	106	109	98	93
46	NC(=O)CI	nt	107	111	103	99
47	C[C@]12CC[C@H]3[C@@H](C[C@@H]4SC(Nc5cccc(F)c5)=N[C@@]45CC(=O)CC[C@]35C)[C@@H]1CCC2=O	16	56	23	63	50
48	CCOC(=O)CC(NCCN1CC1)C(=O)OCC (stereo not drawn)	101	105	86	115	99

nr	SF-295	SF-539	NCI-H23	SNB-75
41	101	97	93	90
42	120	105	113	98
43	-9.5*	-29*	-12*	-64*
44	nt	113	101	101
45	97	101	105	91
46	nt	93	98	81
47	-19*	-5.9*	55	19
48	114	106	106	99

Additional entries.
nr	canonical_smiles	U251	SF-268	A498	SNB-19	CAKI-1
49	CC(=O)O[C@@H]1CC[C@]2(C)[C@H]3CC[C@]4(C)[C@@H](OC(C)=O)CC[C@H]4[C@@H]3C[C@@H]3SC(c4cccc(F)c4)=N[C@@]32C1	99	95	110	110	97
50	O=NN(CCF)C(=O)NCCCl	97	104	101	98	87
51	CC(C)COP(=O)(OCC(C)C)OCC(C)C	105	100	111	102	93
52	CC(NC(=O)CCl)C(=O)O (stereo not drawn)	104	101	107	110	98
53	c1ccc2nc(OCCN3CC3)ccc2c1	85	97	102	87	91
54	Clc1ccc(C(OCCN2CCCCC2)c2ccccc2)cc1 (stereo not drawn)	82	107	91	98	71
55	O=C1NC(=O)C(Br)(Br)C(=O)N1	100	101	117	93	nt
56	CC(=O)[O][Hg][c]1ccccc1	nt	-86*	-47*	-27*	-70*

nr	SF-295	SF-539	NCI-H23	SNB-75
49	102	99	102	118
50	93	97	113	83
51	nt	108	109	89
52	103	101	106	101
53	76	97	74	77
54	92	98	87	93
55	120	105	103	99
56	14	-54*	-84*	-66*

Following part
nr	canonical_smiles	U251	SF-268	A498	SNB-19	CAKI-1
57	O=C1NC(=O)C2(CCN(c3ccccc3)CC2)C(=O)N1	96	109	100	101	101
58	Cc1ccc(S(=O)(=O)n2cc([C@@]3(O)C[C@H](CSC#N)OC3=O)c3ccccc32)cc1	41	72	97	97	67
59	NNc1ccccc1	103	83	98	97	65
60	Clc1ccc([Se][Se]c2ccc(Cl)cc2)cc1	71	84	98	85	92
61	CC[C@H](C)[C@H](NC(=O)[C@H]1CCCCN1C)C(=O)N(C)[C@H](C[C@@H](OC(C)=O)c1nc(C(=O)N[C@@H](Cc2ccccc2)C[C@H](C)C(=O)O)cs1)C(C)C	15	34	-2.0*	37	36
62	Cc1cc(OC(=O)N(C)C)n(-c2ccccc2)n1	102	103	104	96	102
63	C#C[C@](C)(O)CC	102	106	127	112	101
64	CC[C@H](C)[C@H](NC(=O)[C@H]1CCCCN1C)C(=O)N(C)[C@H](C[C@@H](OC(C)=O)c1cccc(C(=O)N[C@@H](Cc2ccccc2)C[C@H](C)C(=O)OC)n1)C(C)C	14	14	-5.0*	33	25

nr	SF-295	SF-539	NCI-H23	SNB-75
57	115	114	101	80
58	95	51	82	68
59	80	99	108	93
60	87	61	73	69
61	8.0*	-10*	26	31
62	101	98	99	96
63	100	106	nt	83
64	2.2*	-14*	22	24

Going on with the list:
nr	canonical_smiles	U251	SF-268	A498	SNB-19	CAKI-1
65	CCCCC(CC)C(=O)C(CCN(C)C)(c1ccccc1)c1ccccn1 (stereo not drawn)	nt	88	88	93	90
66	Nc1ccc([N+](=O)[O-])cc1N	108	103	109	95	98
67	O=S(c1ccc(Cl)cc1)c1ccc(Cl)cc1	114	101	110	116	91
68	N[C@H](C[C@H]1CC(Br)=NO1)C(=O)O	99	111	74	97	83
69	Fc1ccc(N2COOC3(OOC2)C2CC4CC(C2)CC3C4)cc1	97	91	90	96	26
70	CC(=O)C1CCC2C3CCC4CC(O)CCC4(C)C3C(=O)CC12C (stereo not drawn)	98	95	75	90	90
71	Clc1cccc(Cl)c1C(Cl)Cl	99	106	94	101	93
72	CC1=C2C(=O)[C@H]3[C@@H](CC=C4C[C@@H](O)CC[C@@]43C)[C@@H]2CC[C@]12O[C@@H]1C[C@H](C)CN[C@H]1[C@H]2C	107	105	103	106	103

nr	SF-295	SF-539	NCI-H23	SNB-75
65	95	98	84	81
66	102	108	103	nt
67	109	105	99	93
68	91	101	102	85
69	87	82	69	nt
70	93	102	97	92
71	97	119	106	87
72	93	101	106	69

More compounds
nr	canonical_smiles	U251	SF-268	A498	SNB-19	CAKI-1
73	CN(C)P(=O)(Oc1ccccc1)N(C)C	100	107	111	106	98
74	COc1cc2c(cc1OC)C(C)N(C)CC2 (stereo not drawn)	102	110	103	105	113
75	O=C1NC(=O)N(Cc2ccccc2)C(=O)C1Cc1ccccc1 (stereo not drawn)	105	105	115	104	104
76	Cc1ccc(Nc2nc(-c3ccc4ccccc4c3)c[se]2)cc1	102	100	69	103	74
77	C=CCC1(C(C)CCC)C(=O)NC(=S)NC1=O (stereo not drawn)	102&96	100&108	87&92	104&91	105&82
78	OC(Cc1ccncc1)C(Cl)(Cl)Cl (stereo not drawn)	98	102	112	nt	92
79	O[C@H](c1ccccc1)[C@@H](c1ccccc1)N1CCOCC1	104	106	101	103	102
80	COC(=O)C(c1ccccc1)N1CCCCCC1 (stereo not drawn)	100	94	85	96	91

nr	SF-295	SF-539	NCI-H23	SNB-75
73	93	101	107	86
74	106	100	109	90
75	120	116	103	88
76	99	94	81	87
77	102&95	101&108	106&95	94&94
78	88	88	89	85
79	113	103	104	88
80	94	103	101	85

The list continues.
nr	canonical_smiles	U251	SF-268	A498	SNB-19	CAKI-1
81	Cc1c2cccc(F)c2c[n+]2ccccc12	98	84	75	104	80
82	O=C1C(Cl)=C(Cl)C(Cl)(Cl)C1(Cl)Cl	91	103	nt	98	97
83	CCOC(=O)C1(c2ccccc2)CCN(CC(O)c2ccc(NC(C)=O)cc2)CC1 (stereo not drawn)	107	105	107	98	94
84	CCOP(=O)(Cc1ccc(C#N)cc1)OCC	96	112	98	97	nt
85	N#CC(C#N)=Cc1ccccc1F	100	100	101	97	96
86	Cc1ccc(-n2c(=S)[nH]c3ccccc3c2=O)cc1F	104	104	86	102	93
87	Cn1c(=O)c2c(nc(-c3ccc(N(CCCl)CCCl)cc3)n2C)n(C)c1=O	95	99	87	93	84
88	CC(Cl)C(=O)c1ccc(N)cc1 (stereo not drawn)	nt	104	119	98	88

nr	SF-295	SF-539	NCI-H23	SNB-75
81	101	102	99	99
82	95	106	111	94
83	97	105	nt	97
84	108	109	100	106
85	103	104	103	nt
86	71	99	95	96
87	116	92	112	70
88	nt	103	107	70

Carrying on.
nr	canonical_smiles	U251	SF-268	A498	SNB-19	CAKI-1
89	CC/C(=C(\c1ccc(OCCN2CCOCC2)cc1)c1ccc(OC(=O)Cc2ccccc2)cc1)c1ccc(Cl)cc1	103	94	104	100	92
90	CCOP(=O)(CC(=O)c1ccccc1)OCC	98	101	96	109	100
91	O=C(/C=C/c1ccc([N+](=O)[O-])cc1)Nc1cccc(S(=O)(=O)F)c1	nt	110	84	104	90
92	C[C@]1(O)CC[C@H]2[C@@H]3CCC4=CC(=O)CCC4=C3C=C[C@@]21C	95	109	137	96	115
93	CCCCCSC1C2C(=O)C(Br)=CC13CCNc1c(O)c4c5c(c13)=[N+]2CCC=5C=N4 (stereo not drawn)	-73*	-52*	12	-65*	nt
94	OC(CNCc1ccccc1)c1ccc(Cl)cc1 (stereo not drawn)	99	106	89	106	103

nr	SF-295	SF-539	NCI-H23	SNB-75
89	99	105	104	114
90	104	105	102	90
91	94	95	nt	73
92	118	93	109	85
93	21	-80*	-17*	-89*
94	115	105	91	92

Screening results from PubChem BioAssay.
